# TexasRed autofl: compound fluoresces in the Texas Red spectral region; max dye-equivalent concentration, M; 0.06% of 59,000 active; Compound fluorescence, Texas Red channel, 547/618 nm; active compounds read high; AID 587; in the data active means max dye-equivalent concentration above about 10 nM; inconclusive means between about 1.1 nM and that limit
#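 Dye-equivalent concentrations come from scaling compound signal (ex 547, em 618 nm) to six Texas Red standard concentrations run on every plate, after 15 min room-temperature incubation in pH 8.0 Tris (100 mM).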
# 4-MU autofl: compounds fluorescent in 4-MU spectral region; max dye-equivalent concentration, M; compound autofluorescence, 340/450 nm, 4-MU equivalents; active compounds read high; 11% of 59,000 active; in the data active means max dye-equivalent concentration above about 10 nM; inconclusive means mostly about 1.1 nM to 9.6 nM
#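 Compounds in 100 mM Tris, pH 8.0, sat 15 min at room temperature before fluorescence was read at 340 nm excitation/450 nm emission; a per-plate six-point 4-MU standard curve converted signals to dye-equivalent concentration at each compound concentration.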
# GFP derepression: epigenetic modulators derepressing GFP locus in mouse cells; mouse C127i GFP locus derepression, cytometry, 30 h; Potency, µM (series often up to 46.1 µM), for the others: at the highest dose GFP derepression (activation); 0.09% of 68,000 active; AID 597; further: % of control where 0% means no effect
#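 Read-out is the number of GFP-positive cells, scored as fluorescent objects 20 to 120 um wide, reflecting derepression of a silenced CMV-GFP reporter in murine C127i cells after 30 h compound exposure at 37 C.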
# Fluorescein fluor: compound fluoresces in the fluorescein spectral region | max fluorescein-equivalent concentration, M | Compound autofluorescence, 480/540 nm, fluorescein-equivalent; active compounds read high | 0.91% of 59,000 active; in the data active means max fluorescein-equivalent concentration above about 10 nM; inconclusive means between about 1.1 nM and that limit
#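 Library compounds, added at multiple concentrations to pH 8.0 Tris buffer (100 mM), incubate 15 min at room temperature before CCD imaging at 480 nm excitation and 540 nm emission.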
# HADH2 inh: inhibitors of human HADH2 dehydrogenase; Q99714; recombinant HADH2, NADH fluorescence, beta-hydroxybutyryl-CoA; Potency, µM (highest dose often 57.1 µM), inactives show at the top dose activity change, negative = inhibition, hits mostly inhibitors; 3.4% of 73,000 active; AID 886; further: potency means the concentration at half of the fitted maximal effect; on the % scale 0 is the no-effect control and ±100 the full control effect; nearly all actives have a fitted effect of over 60% in size; many of its hits are not listed in these tables
# Target sequence (Q99714 whole entry, looked up, one chain of several): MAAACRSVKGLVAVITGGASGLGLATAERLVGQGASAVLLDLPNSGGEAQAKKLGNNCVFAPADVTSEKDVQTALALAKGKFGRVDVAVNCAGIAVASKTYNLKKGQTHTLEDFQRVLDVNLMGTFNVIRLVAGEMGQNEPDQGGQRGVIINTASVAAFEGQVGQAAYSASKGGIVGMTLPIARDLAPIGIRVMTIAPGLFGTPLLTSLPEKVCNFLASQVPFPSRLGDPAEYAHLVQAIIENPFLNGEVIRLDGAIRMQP
#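 Activity measured as NADH fluorescence gain (360/450 nm), taken as the change between first and last reads of a 4-min kinetic run. Conditions: pH 9.0 Tris buffer, 20 nM E. coli-expressed His-tagged enzyme, 1 mM NAD+, 90 uM beta-hydroxybutyryl-CoA; 15-min compound preincubation.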
# 15-hLO inh: inhibitors of human 15-lipoxygenase (ALOX15) | purified 15hLO-1, xylenol orange hydroperoxide absorbance | Potency, µM (highest dose often 57.1 µM), without a hit: top-dose activity change, negative = inhibition, hits mostly inhibitors | 1.4% of 74,000 active; further: potency means the concentration at half of the fitted maximal effect; on the % scale 0 is the no-effect control and ±100 the full control effect; nearly all actives have a fitted effect of over 55% in size
# Target sequence (P16050 whole entry, looked up): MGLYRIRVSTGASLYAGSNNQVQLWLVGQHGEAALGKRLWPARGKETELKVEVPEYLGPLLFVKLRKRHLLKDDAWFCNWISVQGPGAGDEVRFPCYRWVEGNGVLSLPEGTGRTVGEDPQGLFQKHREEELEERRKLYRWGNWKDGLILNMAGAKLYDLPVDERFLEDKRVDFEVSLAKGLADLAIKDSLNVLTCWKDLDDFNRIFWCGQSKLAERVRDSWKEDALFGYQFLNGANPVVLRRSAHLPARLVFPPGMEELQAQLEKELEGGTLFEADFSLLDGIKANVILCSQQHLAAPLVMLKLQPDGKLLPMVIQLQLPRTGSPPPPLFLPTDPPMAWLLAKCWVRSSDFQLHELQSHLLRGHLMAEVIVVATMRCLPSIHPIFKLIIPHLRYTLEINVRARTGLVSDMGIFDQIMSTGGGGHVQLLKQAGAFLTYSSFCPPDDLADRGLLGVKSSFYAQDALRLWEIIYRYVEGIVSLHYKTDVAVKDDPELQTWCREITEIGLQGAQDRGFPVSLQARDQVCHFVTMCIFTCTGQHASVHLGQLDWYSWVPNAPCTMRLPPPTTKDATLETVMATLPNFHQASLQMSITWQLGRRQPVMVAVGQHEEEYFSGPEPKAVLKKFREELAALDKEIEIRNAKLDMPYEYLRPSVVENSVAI
#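 Purified human 15hLO-1 (40 nM) in 25 mM Hepes pH 7.5, 0.01% Triton X-100, preincubated 15 min RT with compound, then 50 uM arachidonic acid for 6 min. Hydroperoxide read by ferrous/xylenol orange, 30 min; 573/405 nm absorbance ratio gave progress.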
# HBB splice mod: alters splicing of the hemoglobin beta chain; HBB splicing reporter cell assay, activation; EGFP reporter with mutant IVS2-654 intron; response scale: normalised to 500 nM splice-correcting PNA; Potency, µM (doses to about 46.1 µM), inactives show at the top dose activation, most hits filed as activators; 0.06% of 65,000 active; further: potency means the concentration at half of the fitted maximal effect; 0% is about no effect
#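 HeLa cells stably expressing EGFP interrupted by mutant beta-globin intron 2 (IVS2-654), 500/well in 2% FCS. Treated with compound for 2 days at 37C. Splicing correction scored as total well GFP intensity (488 nm excitation, 500-520 nm emission); 500 nM antisense PNA served as control.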
# Rhodamine fluor: rhodamine region autofluorescence; 0.05% of 59,000 active; AID 594; Rhodamine-region fluorescence, 547/598 nm, Tris buffer; active compounds read high; max dye-equivalent concentration, M; in the data active means max dye-equivalent concentration above about 11 nM; inconclusive means between about 1.1 nM and that limit
#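 Steps: pin-transfer compounds into pH 8.0 Tris (100 mM), hold 15 min at room temperature, image with a 547/598 nm filter pair, and convert intensities to rhodamine-equivalent concentration using a six-point on-plate rhodamine series.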
# UbGFP stabilizer: proteasome inhibitors stabilizing ubiquitin-GFP reporter; 67,000 tested, under 10 active; Ubiquitin-GFP reporter cells, proteasome inhibition, GFP fluorescence; response scale: untreated = 0%, 10 µM MG-132 = 100%; Potency, µM (titrated, usually from 45.9 µM), without a hit: top-dose activation (GFP accumulation), actives largely listed as activators; active means well fitted activation curve with a large enough effect, not every such curve was filed as active; inconclusive means small, poorly fitted or top-dose-only effect, or another doubt; inactive means no such curve, though single readings can be large or run the other way; further: potency means the concentration at half of the fitted maximal effect
#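 U2OS cells stably expressing ubiquitin(G76V)-GFP, seeded overnight in 0.5% FBS medium, were exposed to compounds (qHTS, 46 uM to 2.9 nM) for 4 hr at 37 °C. GFP-positive cells were counted by laser cytometry (488 ex/515 em), normalized between basal and 10 uM MG-132.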
# Pol III holo inh: inhibitors of bacterial DNA polymerase III holoenzyme | reconstituted DNA polymerase III holoenzyme replication, biochemical | Potency, µM (series often up to 57.1 µM), for the others: top-dose activity change, negative = inhibition | 0.25% of 71,000 active | AID 603; further: potency means the concentration at half of the fitted maximal effect; on the % scale 0 is the no-effect control and ±100 the full control effect
#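 Reconstituted *E. coli* holoenzyme (0.35 nM Pol III, 1 nM beta, 154 nM SSB, 2 nM primase) was preincubated with compound for 15 min at RT. Synthesis on 1.4 nM ssM13Gori ran 35 min, then was stopped with PicoGreen/EDTA and read as dsDNA fluorescence.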
# Hsp90 Hop PPI: changes Hsp90-Hop TPR2A binding signal, up or down; AlphaScreen TPR2A-His6 binding biotin-Hsp90 C-terminal peptide; Potency, µM (series often up to 57 µM), inactives show at the top dose activity change, negative = inhibition; 0.44% of 71,000 active; AID 595; active means well fitted curve in either direction with a large enough effect; inconclusive means small, poorly fitted or top-dose-only effect, or another doubt; further: potency means the concentration at half of the fitted maximal effect; on the % scale 0 is the no-effect control and ±100 the full control effect; many of its hits are not listed in these tables
# Starred values were filed as active, the others as inactive; i = inactive; ? = inconclusive; nt = no result given; [ ] = remark or other dose. Unless noted, the call rests on the fitted dose curve; in most records, active means well fitted curve in the direction sought with a large enough effect; inconclusive means small, poorly fitted or top-dose-only effect, or another doubt; inactive means no such curve, though single readings can be large; an effect the other way counts as inactive or inconclusive. Only part of the results is shown (hit frequency here may not be typical).
SMILES,TexasRed autofl,4-MU autofl,GFP derepression,Fluorescein fluor,HADH2 inh,15-hLO inh,HBB splice mod,Rhodamine fluor,UbGFP stabilizer,Pol III holo inh,Hsp90 Hop PPI
O=C(O)c1ccc(NS(=O)(=O)c2ccc(Cl)c(Cl)c2)cc1O,i,?,-1.8%,i,-12.3%,-3.4%,-0.1%,i,1.2%,-6.3%,-6.3%
O=C(CSc1nc2c(c(=O)n1-c1ccc(Cl)cc1)SCC2)NCC1CCCO1 (stereo unspecified),i,i,2.2%,i,3.0%,3.5%,-0.1%,i,3.9%,-3.1%,-0.8%
CCOC(=O)c1ccc(NC(=O)CSc2nnc(Cn3c(=O)sc4ccccc43)n2C)cc1,nt,nt,-3.9%,nt,-7.1%,10.0%,0.1%,nt,14.1%,0.7%,-0.4%
CCOC(=O)CNc1c(-c2ccc(O)cc2)nc2ccccn12,i,2.35e-07M*,4.5%,i,?,12.0%,-0.1%[57.5 µM],i,-1.9%,-4.0%,-1.5%
CCn1c(-c2cccc(Br)c2)n[nH]c1=S,i,i,-4.8%,i,?,-21.6%,-0.9%,i,3.8%,1.5%,-0.3%
O=C(OCC(=O)N1CCCCCC1)c1n[nH]c(=O)c2ccccc12,?,i,-1.1%,?,8.6%,3.1%,-8.2%,i,-4.8%,0.0%,1.8%
CN(C)c1nc(-c2ccc3c(c2)OCO3)nc2ccccc12,i,i,2.9%[9.22 µM],i,-19.2%,?,-0.5%,i,4.9%,-3.9%,0.8%
O=C(O)c1ccccc1C(=O)NCc1ccc(F)cc1,i,i,6.4%,?,-1.8%,4.3%,0.1%[57.5 µM],i,-2.6%,-0.9%,-1.2%
CCOC(=O)N1CCC(n2c(SCC(=O)Nc3ccccc3OC)nc3ccccc3c2=O)CC1,i,i,-2.7%,i,4.5%,-10.6%,0.5%,i,6.8%,9.3%,-10.6%
C=CCn1c2ccccc2c2nnc(SC(CC)C(=O)Nc3nc(C)c(C(=O)OCC)s3)nc21 (stereo unspecified),i,4.64e-08M*,2.6%,i,-3.5%,-6.8%,1.5%,i,-1.7%,4.6%,-4.6%

# As entered above:
# CCn1c(-c2cccc(Br)c2)n[nH]c1=S in UbGFP stabilizer is entered as 3.8%
# O=C(OCC(=O)N1CCCCCC1)c1n[nH]c(=O)c2ccccc12 in GFP derepression is entered as -1.1%

# New compounds follow
SMILES,TexasRed autofl,4-MU autofl,GFP derepression,Fluorescein fluor,HADH2 inh,15-hLO inh,HBB splice mod,Rhodamine fluor,UbGFP stabilizer,Pol III holo inh,Hsp90 Hop PPI
CN(C)C(=O)CSc1nc2ccccc2c(=O)[nH]1,?,i,0.0%,i,-7.3%,7.6%,0.2%,i,-2.5%,-2.5%,-2.5%
CN(Cc1cccs1)C(=O)COc1ccc(-c2nnco2)cc1,i,i,0.3%,i,6.7%,1.1%,-0.1%,i,-2.6%,1.0%,4.1%
CCOc1cccc(=O)c2c(C)n(C)c(C)c12,i,i,2.9%,i,2.1%,7.5%,-1.2%,i,-1.0%,-9.4%,-9.8%
CC(C)Sc1nc(N2CCCC2)c2c(c1C#N)CC(C)(C)OC2,?,?,5.1%[20.6 µM],i,nt,nt,nt,i,nt,nt,nt
CCC(=O)Nc1c(OC(=O)CC)ccc2c(C)cc(=O)oc12,nt,nt,6.9%,nt,3.16µM*,-4.8%,-0.5%,nt,-12.4%,-5.2%,?
Cc1nc2ccccc2c(=O)n1NC(=O)c1ccc(F)cc1Cl,i,i,2.2%,i,7.3%,3.5%,0.7%,i,8.7%,-5.2%,-0.6%
COc1cc(N2C(=O)c3ccccc3C2=O)c(Cl)cc1C(=O)OCC(=O)NCc1ccco1,i,i,-2.4%,i,13.2%,-2.0%,1.5%,i,0.0%,-2.9%,-8.9%
O=C(NC1CCCCC1)N1CCCC(c2nc3ccccc3[nH]2)C1 (stereo unspecified),i,i,-1.3%,i,21.5%,5.7%,nt,i,-1.3%,7.5%,-3.8%
O=C(NCCc1ccncc1)C(F)(F)F,nt,nt,4.3%,nt,-1.2%,5.7%,0.4%[9.22 µM],nt,-0.5%,-2.9%,0.1%
COc1ccc(-n2nnnc2SCC(=O)NCCc2ccc(OC)c(OC)c2)cc1,i,i,-1.2%,i,-3.9%,12.2%,1.8%[57.5 µM],i,-3.2%,8.5%,0.6%
CCN(CC)CCNC(=O)C(C(=O)c1ccccc1)n1ccccc1=O (stereo unspecified),i,i,3.9%,?,-1.7%,2.5%,-2.6%,i,5.0%,-5.0%,-4.1%
c1cncc(CNc2ncnc3ccc(-c4ccoc4)cc23)c1,i,9.18e-08M*,-4.3%[9.22 µM],?,7.94µM*,-14.8%,-0.3%,i,-4.8%,-4.6%,-7.7%
O=C(Oc1ccccc1)c1ccc(-n2cnnn2)cc1,i,i,5.6%,i,3.1%,5.8%,0.0%[57.5 µM],i,-1.3%,-6.3%,1.6%
Cc1ccc(Cl)cc1N,nt,nt,nt,nt,-11.7%,-2.1%,0.6%,nt,nt,-2.3%,-1.1%
O=C(c1ccc(COc2ccc3c(c2)CCC3)o1)N1CCN(c2ccccc2)CC1,i,i,2.1%,i,0.3%,-22.9%,-0.2%,i,1.3%,-4.9%,?
CCOC(=O)c1ccc(CSc2nnc(-c3ccncc3)n2N)cc1,?,i,-4.3%,?,14.2%,-9.7%,0.3%,i,-2.8%,1.5%,-3.4%
COc1ccc(Cl)cc1-n1c(C)cc(C(=O)O)c1C,?,i,-1.0%,?,0.0%,-1.1%,-3.2%,i,-4.2%,-3.8%,-5.3%
Cc1ccc2c(c1)NC(=O)C(CC(=O)NCCCN1CCc3ccccc3C1)O2 (stereo unspecified),nt,nt,0.8%,nt,?,-23.8%,0.0%,nt,8.0%,-6.2%,-11.2%
O=S(=O)(c1ccccc1)N1C2CCC1CC(O)(c1cccnc1)C2 (stereo unspecified),?,i,-3.1%,?,-2.2%,4.2%,nt,i,2.5%,0.8%,-3.1%
CCCc1ccc(Oc2cn[nH]c2-c2ccc(O)c(C)c2O)cc1,i,i,4.2%,i,12.6µM*,?,-0.7%,i,1.1%,-10.7%,-7.3%
Cc1c(C(=O)O)oc2c1C(O)CCC2 (stereo unspecified),?,i,0.0%,?,?,13.4%,0.3%[0.369 µM],i,nt,-6.2%,-1.3%
N#Cc1c(-c2ccco2)cc(-c2ccccn2)nc1N,i,?,7.3%,i,10.4%,-0.4%,-1.0%,i,-6.7%,-3.4%,-3.0%
COc1ccc(C2=NOC(C(=O)Nc3ccc(C)cc3)C2)cc1OC (stereo unspecified),i,?,0.0%,i,-16.1%,-7.1%,3.1%,i,2.1%,-0.7%,-5.1%
O=C(O)c1ccc(NS(=O)(=O)Cc2ccccc2)cc1,i,i,0.0%[9.22 µM],i,-5.0%[11.4 µM],7.8%[11.4 µM],0.1%[9.22 µM],i,2.9%[9.17 µM],-4.0%[11.4 µM],-0.1%[11 µM]
O=C(CCSCc1ccccc1F)N1CCN(c2ccccn2)CC1,i,i,-1.7%,i,9.1%,5.0%,-0.5%,i,5.7%,-10.1%,-2.7%
CCn1c(O)c(/C=N/n2cnnc2)sc1=S,i,i,4.5%,i,?,8.5%,-0.6%,i,-1.3%,-15.4%,-5.3%
COc1ccc(CNC(=O)C2CC(c3cccc(OC)c3)=NO2)cc1 (stereo unspecified),i,i,-2.1%,i,-4.3%,0.8%,0.1%,i,7.7%,-0.3%,-3.2%
COc1cc2cc(Oc3ccc4ccc(=O)oc4c3)c(=O)oc2cc1O,i,2.59e-08M*,4.5%[9.22 µM],i,-8.9%,-1.2%[25.6 µM],nt,i,1.4%,-12.2%,0.3%
CN(C(=O)CSc1nc2ccccc2n1CCc1ccccc1)C1CCS(=O)(=O)C1 (stereo unspecified),i,i,0.0%,?,-19.7%,-10.9%,-0.3%[57.5 µM],i,-2.0%,?,-1.7%
CCCCCn1c(-c2ccco2)nc2nc3ccccc3nc21,?,4.78e-06M*,0.0%,?,20µM*,?,1.0%[0.369 µM],i,nt,-7.9%,9.8%
O=C(Nc1ccccc1O)c1ccccc1O,nt,nt,0.0%,nt,-11.5%,-14.7%,-3.0%,nt,-9.4%,2.7%,-1.2%
CC1CC(C)CN(CCC(=O)Nc2cccc(Cl)c2)C1 (stereo unspecified),nt,nt,0.0%,nt,-1.6%,2.4%,-1.1%,nt,-4.3%,-8.5%,-4.4%
Cc1nn(Cc2ccccc2)c(C)c1NC(=O)CCC(=O)O,i,i,-1.2%,i,-0.5%,7.0%,-1.3%,i,16.0%,-2.4%,-0.4%
